Pol beta inh: inhibitors of human DNA polymerase beta. Pol beta primer extension/strand displacement, fluorescence kinetic. AID 485314. P06746. Potency, µM (top dose mostly 114 µM), without a hit: at the highest dose activity change, negative = inhibition, usual class: inhibitors. 340,000 compounds, 1.3% hits; note: potency is the fitted concentration of half-maximal effect; % is set by controls: 0 for no effect and ±100 for the full control effect
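Reaction started by 50 nM substrate onto compound-treated Pol beta (10 nM, 15 min preincubation, room temperature); plates read at 0 min and 10 min. Normalized concentration-effect data fitted by four-parameter Hill equation.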
ALOX12 inh: inhibitors of human 12S-lipoxygenase ALOX12. Potency, µM (titrated, usually from 108 µM), for the others: at the highest dose activity change, negative = inhibition, usual class: inhibitors. AID 1671190. 580,000 compounds, 1.1% hits. P18054. purified 12hLO, xylenol orange hydroperoxide absorbance; note: potency is the fitted concentration of half-maximal effect; % is set by controls: 0 for no effect and ±100 for the full control effect
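Hydroperoxide product was detected by ferrous iron/xylenol orange as the 573 to 405 nm absorbance ratio. Arachidonic acid at 40 uM (final) was turned over for 30 min at room temperature by 150 nM human 12hLO, pH 7.0 Hepes buffer, after 15 min compound preincubation.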
Apoferritin bind: binds horse apoferritin like a general anesthetic. apoferritin/1-aminoanthracene competitive binding, fluorescence. Potency, µM (doses to about 77.5 µM), inactives show at the top dose activity change, negative = displacement, usual class: inhibitors. P02791. 350,000 compounds, 0.074% hits. AID 485281; note: potency is the fitted concentration of half-maximal effect; % is set by controls: 0 for no effect and ±100 for the full control effect; nearly all actives have a fitted effect of over 20% in size
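Probe: 1-aminoanthracene (50% saturated, PBS). Protein: horse-spleen apoferritin, 10 uM. Incubation: 10 min, room temperature. Detection: 380 nm excitation, 535 nm emission. Analysis: normalized response, four-parameter Hill.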
POLK inh: blocks human DNA polymerase kappa activity | purified Pol kappa, fluorescent DNA synthesis assay, 10 min | 400,000 compounds, 0.53% hits | Potency, µM (highest dose often 107 µM), for the others: at the top dose activity, negative = inhibition, most hits filed as inhibitors | Q9UBT6; note: potency is the fitted concentration of half-maximal effect; % is set by controls: 0 for no effect and ±100 for the full control effect
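10 nM Pol kappa preincubated 15 min at room temperature with compounds, then reaction started with substrate at 50 nM final. Fluorescence read kinetically at 0 and 10 min; buffer-only wells served as negative control.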
POLI inh: DNA polymerase iota (human) inhibition; Potency, µM (top dose mostly 115 µM), inactives show at the highest dose activity, negative = inhibition, hits mostly inhibitors; AID 588590; 390,000 compounds, 1% hits; Pol iota fluorescent replication assay, 10 min; Q9UNA4; note: potency is the fitted concentration of half-maximal effect
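Pol iota at 10 nM preincubated 15 min with compounds at room temperature; reaction started with fluorescent substrate, 50 nM final. Fluorescence read kinetically at 0 and 10 min; buffer-only wells as negative control.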
APE1 inh: inhibitors of human APE1 endonuclease; P27695; recombinant APE1, TAMRA/BHQ-2 abasic DNA cleavage fluorescence; AID 2517; 350,000 compounds, 0.35% hits; Potency, µM (top dose mostly 65.8 µM), for the others: at the top dose activity change, negative = inhibition, usual class: inhibitors;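 note: potency is the fitted concentration of half-maximal effect; plate controls were vehicle for no effect and reference inhibitor for full effect; nearly all actives have a fitted effect of over 55% in size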
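Readout is kinetic fluorescence (ex 525, em 598 nm) from cleavage of 50 nM TAMRA/BHQ-2 THF abasic duplex by 0.75 nM APE1, compound added 15 min beforehand at RT.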
BLM helicase inh: blocks DNA unwinding by human BLM helicase. P54132. recombinant BLM DNA unwinding, fluorescence dequenching. Potency, µM (highest dose often 56.1 µM), without a hit: at the highest dose activity change, negative = inhibition, usual class: inhibitors. 350,000 compounds, 0.2% hits. AID 2528;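 note: potency is the fitted concentration of half-maximal effect; plate controls were vehicle for no effect and no enzyme for full effect; nearly all actives have a fitted effect of over 35% in size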
Target sequence (P54132 whole entry, looked up): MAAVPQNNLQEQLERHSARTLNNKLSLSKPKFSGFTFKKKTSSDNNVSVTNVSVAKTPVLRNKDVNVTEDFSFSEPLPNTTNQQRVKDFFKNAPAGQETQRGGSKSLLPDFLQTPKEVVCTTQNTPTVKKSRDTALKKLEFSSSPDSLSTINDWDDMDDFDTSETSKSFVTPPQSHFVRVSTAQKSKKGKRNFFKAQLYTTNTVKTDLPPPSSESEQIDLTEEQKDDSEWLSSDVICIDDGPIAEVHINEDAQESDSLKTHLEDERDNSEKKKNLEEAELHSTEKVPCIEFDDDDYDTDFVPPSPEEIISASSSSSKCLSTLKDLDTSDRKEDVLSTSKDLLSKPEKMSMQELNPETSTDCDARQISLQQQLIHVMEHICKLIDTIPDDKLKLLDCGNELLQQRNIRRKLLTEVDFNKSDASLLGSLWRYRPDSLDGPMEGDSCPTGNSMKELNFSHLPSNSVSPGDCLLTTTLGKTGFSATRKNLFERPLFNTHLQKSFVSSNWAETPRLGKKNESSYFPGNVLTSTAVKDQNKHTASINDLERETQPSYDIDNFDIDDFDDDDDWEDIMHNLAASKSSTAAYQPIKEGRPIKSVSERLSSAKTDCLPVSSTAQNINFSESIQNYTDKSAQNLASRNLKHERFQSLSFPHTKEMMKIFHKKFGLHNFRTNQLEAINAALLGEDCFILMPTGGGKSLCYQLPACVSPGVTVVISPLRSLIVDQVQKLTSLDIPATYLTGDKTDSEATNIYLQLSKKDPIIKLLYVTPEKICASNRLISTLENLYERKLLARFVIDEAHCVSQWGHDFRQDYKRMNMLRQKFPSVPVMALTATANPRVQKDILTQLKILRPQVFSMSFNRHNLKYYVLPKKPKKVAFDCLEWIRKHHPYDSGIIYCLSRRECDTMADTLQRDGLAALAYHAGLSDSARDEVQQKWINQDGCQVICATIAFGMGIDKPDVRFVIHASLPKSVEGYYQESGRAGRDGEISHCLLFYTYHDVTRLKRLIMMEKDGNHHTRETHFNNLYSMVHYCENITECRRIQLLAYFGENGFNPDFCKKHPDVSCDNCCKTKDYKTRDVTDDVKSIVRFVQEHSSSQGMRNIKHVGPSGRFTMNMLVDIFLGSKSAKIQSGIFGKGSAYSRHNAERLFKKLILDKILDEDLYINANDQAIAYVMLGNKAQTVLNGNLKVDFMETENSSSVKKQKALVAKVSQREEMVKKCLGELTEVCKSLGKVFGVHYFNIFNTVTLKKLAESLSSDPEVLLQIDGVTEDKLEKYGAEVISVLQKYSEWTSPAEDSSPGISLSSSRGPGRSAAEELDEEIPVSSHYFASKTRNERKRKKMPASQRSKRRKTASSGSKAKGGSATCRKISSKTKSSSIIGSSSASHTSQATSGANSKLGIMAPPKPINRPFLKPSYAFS
ERG Ets-DNA blk: inhibitors of human ERG Ets domain-DNA interaction. fluorescence polarization, His-ERG Ets domain / labelled DNA. AID 624246. Potency, µM (highest dose often 76.9 µM), inactives show at the top dose FP activity, negative = inhibition, actives largely listed as inhibitors. 370,000 compounds, 0.028% hits; active = well fitted inhibition curve with a large enough effect in the polarisation, with a control signal flat; inconclusive = small, poorly fitted or top-dose-only effect, or effect the other way, or a change in a side signal; inactive = no such curve, though single readings can be large or run the other way; the % refers to the polarisation;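 note: polarization taken with two DNA probes labelled with fluorescein and Texas red; potency is the fitted concentration of half-maximal effect; % of control where 0% means no effect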
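His-tagged ERG Ets domain (1 uM in the protein solution; 300mM KCl, 50mM Tris-HCl, 1mM EDTA, 1mM DTT, pH 7.5) received compound, then a probe mix of 5 nM fluorescein-DNA and 100nM Texas-615-DNA. Fluorescence polarization was read for both dyes.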
TRHR ag: TRH receptor (human) agonism | P34981 | TRHR cells, calcium flux fluo-8, FDSS agonist mode | activation, % at 2 µM | 360,000 compounds, 0.18% hits | AID 493084; in the data active = activation above about 30%; note: 0% is about no effect
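Read-out: compound-evoked intracellular calcium rise in TRHR cells, fluo-8 dye, kinetic FDSS fluorescence at 1 s/cycle following a 10-cycle baseline. Cells cultured overnight before dye loading (30 min–1.5 h, RT).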
An asterisk follows results filed as active; ? = inconclusive; . = not tested or not shown; [ ] = another dose, or the depositor's remark. Unless noted, calls come from the whole dose curve; as a rule, active = well fitted curve in the direction sought with a large enough effect; inconclusive = small, poorly fitted or top-dose-only effect, or another doubt; inactive = no such curve, though single readings can be large; an effect the other way counts as inactive or inconclusive.

compound | Pol beta inh | ALOX12 inh | Apoferritin bind | POLK inh | POLI inh | APE1 inh | BLM helicase inh | ERG Ets-DNA blk | TRHR ag
O=C(c1ccccc1Sc1cccc2ccccc12)N1CCOCC1 | -1.2% | 8.8% | 7.5% | 0.6% | ? | 0.0% | 0.0% | -5.9% | -0.2
O=C(Cn1cc(C(F)(F)F)ccc1=O)N1CCc2ccccc21 | . | 0.7% | . | -2.9% | -19.4% | 8.6% | . | -4.8% | .
CCCCOc1ccc(C(=O)N2CCCCCC2)cc1 | 13.7% | 64.8%[activator] | 3.2% | -8.2% | 1.6% | -2.8% | -1.4% | -0.6% | 0.8
Cc1ccc(/C=N/NC(=O)C2=NNC(c3ccccc3)(c3ccccc3)C2)c(O)c1 | -20.8% | 3.8% | -15.4% | -2.5% | -2.2% | 0.2% | -1.6% | 10.6% | -0.7
O=C1CCCC(O)=C1C1NCCc2ccccc21 (stereo not given) | 5.4% | -5.1% | -14.4% | 0.7% | 9.1% | 3.1% | -3.6% | 3.5% | 0.4
COc1ccc(C2C(C#N)=C(N)OC3=C2C(=O)CCC3)c(OC)c1OC (stereo not given) | -3.3% | 0.7%[57.4 µM] | -12.0% | -10.0% | -13.5% | 1.2% | -0.5% | . | -0.1
COc1cccc(CC2(CO)CCCN(Cc3cc(F)ccc3-n3cccn3)C2)c1 (stereo not given) | -9.0% | -0.6% | -13.7% | -7.0% | -11.5% | 2.1% | -8.5% | 17.8% | 0.0
Cn1c(CSCc2ccc(Cl)cc2Cl)n[nH]c1=S | 0.3% | ? | -23.6% | -7.4% | 174.7%[activator] | 2.8% | -4.8% | -8.8% | -0.7
Cn1ccnc1SCc1nc2c(cnn2-c2ccccc2)c(=O)[nH]1 | -1.2% | -14.9% | 2.2% | -3.4% | -1.3% | -2.0% | -6.2% | 13.2% | 0.5
COc1ccccc1CCC(=O)OCC(=O)Nc1c(Br)cc(C)cc1Br | 6.1% | -2.1% | -15.8% | -12.8% | 88.6%[activator] | 1.8% | -7.1% | -6.8% | 0.8
CSc1nc(-c2ccccc2)nn1C(=O)c1ccc(Cl)cc1 | 57.5% | 0.0% | -8.7% | 2.8% | 2.5% | -1.1% | 3.5% | 7.2% | .
Cc1cc(NS(=O)(=O)c2ccc(NC(=S)NC(=O)c3cccnc3)cc2)no1 | 1.5% | ? | -4.5% | 4.9% | 11.9% | -3.1% | 0.3% | 7.7% | 0.0
CC(C)N(C(=S)Nc1cccnc1)c1ccccc1 | -7.6% | -15.0% | -10.0% | 6.8% | 22.2% | 14.4% | -1.8% | -0.2% | 0.4
CC(=O)OCC(=O)C1(O)CCC2C3CC(C)C4=CC(=O)CCC4(C)C3C(O)CC21C (stereo not given) | . | 7.1% | . | -8.1% | 52.7%[activator] | . | . | -8.3% | .
COc1ccc(C2CC(=O)c3cnc4c(-c5ccc(F)cc5)c(C)nn4c3C2)cc1OC (stereo not given) | 23.1% | 0.0% | -1.3% | 12.3% | 25.9% | . | -2.2% | -0.9% | -0.1
Cc1nn(C)c(C)c1CS(=O)(=O)c1ccccc1 | 17.4% | 6.0% | 1.4% | 4.1% | 23.3% | ? | -7.0% | -0.9% | -1.4
CC(=O)c1cccc(NC(=O)NC2CC3CCCC(C2)N3CC(C)C)c1 (stereo not given) | 6.2% | -18.4% | -6.7% | -7.0% | 17.8% | -0.3% | -8.9% | -3.3% | 0.0
O=C(C1=C(O)C(=O)N(Cc2ccco2)C1c1cccc(Cl)c1)c1ccco1 (stereo not given) | 93.1% | 440.8%[activator] | -17.4% | -10.2% | 8.4% | 6.1% | -1.2% | -1.7% | -0.3
Cc1cnc([N+](=O)[O-])n1CCOC(=O)c1cccc(F)c1 | 50.0% | -2.1% | 0.0% | -2.1% | 6.1% | -2.7% | -3.2% | -7.4% | -0.1
COc1ccc(Br)cc1CNC(=O)CN1C(=O)CCCc2ccccc21 | 29.2% | -21.4% | -21.4% | -8.8% | 2.9% | . | -2.5% | -2.3% | -0.1
CCOc1ccc(OCc2ccc(C(=O)Nc3cccc(C)n3)o2)cc1 | -26.6% | -24.4% | -0.2% | -13.3% | ? | -10.3% | -10.6% | . | -0.8
CC(C)Oc1c(Br)cc(Br)cc1/C=N/NC(N)=S | -0.7% | 35.5µM* | ? | -2.9% | 17.1% | -5.0% | -15.0% | 7.1% | -0.6
O=C(NCc1cccnc1)C(=O)NCC1OCCCN1S(=O)(=O)c1ccc(Cl)cc1 (stereo not given) | -4.3% | 0.6% | -7.1% | -4.1% | -15.3% | -0.6% | -3.5% | 15.2% | 1.0
Cc1ccc(NC(=O)c2c(C)nn(-c3ccccc3)c2Cl)cc1 | 4.5% | -16.8% | ? | -8.1% | 111.8%[activator] | 9.0% | -6.6% | -6.3% | -0.6
Cc1ccc(C)c(CN2C(=O)c3ccccc3S(=O)(=O)c3ccc(C(=O)Nc4cc(F)ccc4F)cc32)c1 | 32.8% | ? | -11.3% | -9.1% | 20.4% | . | -12.1% | 0.7% | 1.2
Cc1n[nH]c(=O)n1-c1ccc(OCc2ccccc2)cc1 | 14.9% | ? | ? | -0.2% | 17.5% | -6.0% | 2.8% | -7.7% | -0.7
COC1C(O)CC(=O)OC(C)C/C=C/C=C/[C@@H](OC2CCC(N(C)C)C(C)O2)C(C)C[C@@H](CC=O)[C@@H]1O[C@H]1OC(C)[C@H](O[C@@H]2C[C@@](C)(O)C(O)C(C)O2)C(N(C)C)C1O (stereo not given in full) | . | . | -4.6% | -9.4%[60.1 µM] | . | -1.2% | -7.7% | . | .
CCC(CC)c1nn2c(=O)cc(COc3ccc(NC(=O)c4ccccc4C)cc3)nc2s1 | -2.5% | -21.6% | -1.6% | -8.0% | 33.9%[activator] | . | -5.3% | 3.2% | 0.7
O=C(Nc1ccc2c(c1)CCC2)c1cc2ccccc2o1 | -1.3% | 13.6% | ? | -5.5% | 52.7%[activator] | -1.9% | -8.9% | 5.6% | 0.2
CCc1cc2c3c(c(=O)oc2cc1O)CCCC3 | -0.9% | 32.4%[activator] | 52.7%[activator] | -0.8% | 40.6%[activator] | -1.8% | -3.6% | -2.2% | -0.5

(list continues)
compound | Pol beta inh | ALOX12 inh | Apoferritin bind | POLK inh | POLI inh | APE1 inh | BLM helicase inh | ERG Ets-DNA blk | TRHR ag
NC(=O)[C@@H]1CCCN1C(=O)c1ccc2nc(Cc3ccccc3F)oc2c1 | 0.4% | 5.1% | -6.4% | -3.0% | 28.6% | 17.4% | -1.3% | 0.5% | -0.2
Cc1cc(=O)n(CCCO)c(O)c1C#N | 3.4% | ? | -7.0% | -19.6% | -26.1% | -8.4% | -2.1% | 5.8% | 0.2
Cc1cccc(N2CCN(C3=C(c4ccccc4)C(=O)c4ccccc43)CC2)c1C | 1.7% | -15.1% | 6.1% | 2.7% | 13.8% | . | -5.8% | 3.5% | -0.2
CC(=O)NCc1ccc(C(=O)COC(=O)COc2ccc(Cl)c(C)c2)s1 | . | -24.1% | . | -22.8% | ? | 1.1% | . | 0.1% | .
CC(=O)c1noc(C)c1C(=O)Nc1nccs1 | 52.6%[activator] | 401.4%[activator] | -12.3% | -0.8% | 23.8% | 0.0% | 1.1% | -5.7% | -0.5
COc1ccccc1Nc1nc2c(s1)CCC2 | ? | -12.3% | -20.8% | -6.8% | 3.6% | -9.5% | -2.2% | -7.8% | 0.0
CCc1nnc(NC(=O)CN2C(=O)NC3(CC(C)CC(C)(C)C3)C2=O)s1 (stereo not given) | 2.2% | 0.0% | ? | 4.8% | 27.1% | 2.7% | -3.0% | -8.5% | 0.0
COc1ccc(NC(=O)c2cc(-c3cc(Cl)ccc3O)n[nH]2)c(OC)c1 | ? | 15.6% | 3.8% | -3.2% | -23.0% | 5.7% | -16.4% | 3.3% | -0.4
O=C(NCc1ccccn1)c1ccc(Cl)s1 | 2.1% | 14.7% | -6.3% | -6.8% | -0.8% | -0.7% | -0.5% | . | 0.4
O=C(c1ccccc1)c1cc2cc(Cl)ccc2[nH]1 | 6.1% | 62.5%[activator] | -4.9% | -6.2% | 36.1%[activator] | 22.3% | -7.1% | 8.8% | 0.6
Cn1cc(C(=O)Nc2ccc(F)c(F)c2)cn1 | -5.2% | 0.0% | -8.8% | -7.9% | 8.1% | 4.2% | -5.4% | 7.9% | 0.8
Cc1nc2ccn(Cc3cccnc3)c(=O)c2cc1C(=O)NCc1ccccc1 | 29.3% | -13.4% | -6.4% | 0.0% | 4.1% | . | -0.8% | 4.3% | 0.2
O=C(/C=C/c1ccc(Br)cc1)NC(=O)c1ccccc1O | 31.6µM* | 10.3% | -7.6% | -0.2% | 55.9%[activator] | -7.7% | -20.7% | -1.7% | 0.1
CS(=O)(=O)c1ccc(C(=O)NC(Cc2ccccc2)c2ccccc2)cc1 (stereo not given) | -1.1% | ? | -14.1% | 2.9% | 20.1% | 12.0% | -2.0% | 12.9% | -1.0
O=C(O)c1ccc2c(c1)C(=O)/C(=C\c1ccco1)C2=O | 2.24µM* | ? | -7.8% | 8.91µM* | 6.31µM* | 7.94µM* | 139.5%[activator] | -18.8% | 0.1
O=C(COc1ccc([N+](=O)[O-])cc1)Nc1nc(-c2ccccn2)cs1 | . | 18.1% | . | -2.5% | 60.2%[activator] | 7.6% | . | 12.6% | 1.1
C/C(=C1/SC(N2CC(C)OC(C)C2)=NC1=O)c1ccccc1 (stereo not given) | 1.8% | -21.3% | -11.1% | -4.2% | -0.2% | 5.5% | -4.3% | -4.9% | -0.2

Results in Pol beta inh and TRHR ag (2 entries from above):
SMILES	Pol beta inh	TRHR ag
CS(=O)(=O)c1ccc(C(=O)NC(Cc2ccccc2)c2ccccc2)cc1 (stereo not given)	-1.1%	-1.0
Cn1cc(C(=O)Nc2ccc(F)c(F)c2)cn1	-5.2%	0.8

Source: PubChem BioAssay

A portion of the library; count on the stated rates, not on these rows.
